A3A deaminase – APOBEC3A ssDNA deaminase inhibitors, primary screen, selectivity assay for APOBEC3G inhibitor project, biochemical, FAM/TAMRA oligo cleavage fluorescence; 0.41% of 330,000 active; recombinant A3A, FAM/TAMRA ssDNA deamination fluorescence; inhibition, % at 20 µM; AID 493011, 2011;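 active = at least 40% inhibition at 20 µM here, with at most 30% in a related deaminase screen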;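 also: plate controls were A3A with DMSO for no effect and wells lacking A3A enzyme for full effect; some results filed as inactive read as strong as hits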
Target sequence (P31941 whole entry, looked up): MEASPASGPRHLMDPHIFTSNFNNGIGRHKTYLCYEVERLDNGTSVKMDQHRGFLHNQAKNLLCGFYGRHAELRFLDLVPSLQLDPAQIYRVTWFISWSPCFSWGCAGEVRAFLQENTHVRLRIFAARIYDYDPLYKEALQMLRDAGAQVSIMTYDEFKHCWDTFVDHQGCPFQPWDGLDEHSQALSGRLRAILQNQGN
mIAP inh – inhibitors of mouse IAP, primary screen, biochemical, luminescence, uHTS; intestinal alkaline phosphatase [Mus musculus]; purified mouse IAP, CDP-Star luminescence, 30 min; inhibition, % at 10 µM; 0.2% of 330,000 active; AID 2806, 2010;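 active = inhibition of at least 40% at 10 µM in the primary screen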;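 also: plate controls were DMSO with enzyme for no effect and no enzyme wells for full effect; values of inactives mirror those of a sister screen read the other way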
hIAP block – human IAP inhibitors, primary screen, biochemical, luminescence, uHTS; purified IAP, CDP-Star luminescence, 30 min; 0.12% of 330,000 active; AID 2544, 2010; inhibition, % at 10 µM;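 active = inhibition reaching a set limit with compound at 10 µM in the primary screen, cut at about 35% in these data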;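 also: plate controls were DMSO wells with enzyme for no effect and no-enzyme buffer wells for full effect; values of inactives mirror those of a sister screen read the other way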
Target sequence (P09923 whole entry, looked up): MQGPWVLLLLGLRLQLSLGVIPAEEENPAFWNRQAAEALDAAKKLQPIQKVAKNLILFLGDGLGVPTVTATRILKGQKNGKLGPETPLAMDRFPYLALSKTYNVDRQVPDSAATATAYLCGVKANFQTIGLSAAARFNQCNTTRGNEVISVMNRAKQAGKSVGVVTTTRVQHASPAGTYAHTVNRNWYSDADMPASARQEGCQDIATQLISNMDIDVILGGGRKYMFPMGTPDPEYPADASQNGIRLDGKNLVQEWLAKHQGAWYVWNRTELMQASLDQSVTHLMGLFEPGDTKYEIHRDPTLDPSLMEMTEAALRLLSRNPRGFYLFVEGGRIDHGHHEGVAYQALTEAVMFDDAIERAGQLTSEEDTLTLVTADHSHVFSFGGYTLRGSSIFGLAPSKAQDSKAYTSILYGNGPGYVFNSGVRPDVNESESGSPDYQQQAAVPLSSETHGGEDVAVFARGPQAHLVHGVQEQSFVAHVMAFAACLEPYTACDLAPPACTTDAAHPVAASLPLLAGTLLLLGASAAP
hIAP act – human IAP activators, primary screen, biochemical, luminescence, uHTS | Intestinal-type alkaline phosphatase (Homo sapiens), P09923 | purified human IAP, CDP-Star luminescence, 30 min; stronger effect = higher value; 1 = vehicle-only enzyme, 0 = enzyme-free background | activation factor at 10 µM | 0.16% of 330,000 active | AID 2524, 2010;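 active = activation factor of the enzyme at least 2-fold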; also: the source names both 10 and 20 µM as test concentration; values of inactives mirror those of a sister screen read the other way
mIAP activ – activators of mouse IAP, primary screen, biochemical, luminescence, uHTS; activation factor at 10 µM; 0.24% of 330,000 active; muIAP, CDP-Star luminescence, 30 min; stronger effect = higher value; 1 = vehicle-only enzyme signal, 0 = enzyme-free wells; AID 2805, 2010; intestinal alkaline phosphatase [Mus musculus];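 active = activation factor of at least 2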; also: the source names both 10 and 20 µM as test concentration; values of inactives mirror those of a sister screen read the other way
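also added = chemiluminescent substrate CDP-Star | test system = mouse IAP enzyme | signal = chemiluminescence readout | compound = DMSO-dissolved test compounds | incubation = 30 min at room temperature | benchmarks = DMSO wells, no-enzyme wells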
ATG4B inhibitor – ATG4B protease inhibitors, primary screen, biochemical, fluorescence, uHTS; 0.51% of 340,000 active; ATG4B cleavage of LC3-PLA2, NBD-HPC fluorescence, 1 h; Cysteine protease ATG4B (Homo sapiens), Q9Y4P1; inhibition, % at 8.33 µM; AID 504462, 2011; in the data active = inhibition above about 40%
HKDC1 inh – HKDC1 hexokinase inhibitors, primary screen, biochemical, fluorescence, uHTS; 0.16% of 340,000 active; recombinant HKDC1, G6PDH/diaphorase resazurin coupled fluorescence; inhibition, % at 20 µM; AID 493160, 2011; Q2TB90;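 active = inhibition above about 35% when tested at 20 µM, limit read from the data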;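 also: plate controls were DMSO wells with enzyme for no effect and DMSO wells lacking enzyme for full effect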
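Assay system: recombinant HKDC1 hexokinase; detection: coupled resazurin fluorescence, excitation 525 nm, emission 613 nm; benchmarks: DMSO-plus-enzyme-mix negative control, buffer-substituted positive control; compound dosing: single 20 µM dose; schedule: 90 min at room temperature in dark; also added: glucose plus 1 mM ATP as hexokinase substrates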
PfG6PD inh – PfG6PD enzyme inhibitors, primary screen, biochemical, fluorescence intensity, uHTS; glucose-6-phosphate dehydrogenase-6-phosphogluconolactonase (Plasmodium falciparum 3D7); PfGluPho enzyme, NADPH resazurin-diaphorase fluorescence; inhibition, % at 20 µM; 0.78% of 350,000 active; AID 504690, 2011;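 active = inhibition reaching at least a set limit at 20 µM in the primary screen, cut at about 59% in these data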;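 also: 0% = DMSO wells with substrate and 100% = DMSO wells lacking glucose-6-phosphate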
* marks the source's active call; other numbers are inactive results.

Results for CC(=O)Nc1ccccc1NS(=O)(=O)c1ccccc1[N+](=O)[O-] ?
A3A deaminase: -1; mIAP inh: 5; hIAP block: 15; hIAP act: 0.85; mIAP activ: 0.95; ATG4B inhibitor: 3; HKDC1 inh: -5; PfG6PD inh: -23

Results for Clc1ccc(-c2[nH]ncc2N=Nc2ccccc2)cc1 ?
A3A deaminase: -2; mIAP inh: 6; hIAP block: -30; hIAP act: 1.3; mIAP activ: 0.94; ATG4B inhibitor: -8; HKDC1 inh: 1; PfG6PD inh: 8

What do the screens show for `COc1ccc(N=C2CCCN2CC(N)=O)cc1`?
A3A deaminase: -5; mIAP inh: -10; hIAP block: 3; hIAP act: 0.97; mIAP activ: 1.1; ATG4B inhibitor: -12; HKDC1 inh: 0; PfG6PD inh: -9

How did CCOc1ccc(N2C(=O)C(CC(=O)Nc3ccc(F)cc3)N(Cc3ccccn3)C2=S)cc1 (configuration not stated) do in these assays?
A3A deaminase: -1; mIAP inh: 15; hIAP block: -15; hIAP act: 1.1; mIAP activ: 0.85; ATG4B inhibitor: 6; HKDC1 inh: 1; PfG6PD inh: 3

What do the screens show for `COCc1ccc(CN2CCC(n3nccc3NC(=O)C(OC)c3ccccc3)CC2)o1` (configuration not stated)?
A3A deaminase: 1; mIAP inh: 5; hIAP block: -1; hIAP act: 1; mIAP activ: 0.95; ATG4B inhibitor: -4; HKDC1 inh: -5; PfG6PD inh: -16

What do the screens show for `c1ccc(-c2ncnc3nc4n(c23)CCC4)cc1`?
A3A deaminase: -1; mIAP inh: 3; hIAP block: -10; hIAP act: 1.1; mIAP activ: 0.97; ATG4B inhibitor: -2; HKDC1 inh: -7; PfG6PD inh: -3

What do the screens show for `CC(=O)Nc1ccc(C(=O)OCCC(C)C)cc1`?
A3A deaminase: -5; mIAP inh: 6; hIAP block: 11; hIAP act: 0.89; mIAP activ: 0.94; ATG4B inhibitor: 2; HKDC1 inh: 12; PfG6PD inh: -26

Results for O=C1CN(C(=O)CSc2nncn2-c2ccccc2)c2ccccc2N1 ?
A3A deaminase: -6; mIAP inh: -2; hIAP block: 8; hIAP act: 0.92; mIAP activ: 1; ATG4B inhibitor: -6; HKDC1 inh: -9; PfG6PD inh: -3

How did COc1ccc2c(C)cc(N3CCN(Cc4ccccc4)CC3)nc2c1 do in these assays?
A3A deaminase: 41*; mIAP inh: -7; hIAP block: -12; hIAP act: 1.1; mIAP activ: 1.1; ATG4B inhibitor: 3; HKDC1 inh: -6; PfG6PD inh: 14

Results for O=C(CNC(=O)c1ccccc1Cl)c1ccccc1 ?
A3A deaminase: 1; mIAP inh: -10; hIAP block: -20; hIAP act: 1.2; mIAP activ: 1.1; ATG4B inhibitor: -8; HKDC1 inh: 0; PfG6PD inh: 0

How did ON(Cc1c(F)cccc1Cl)Cc1c(F)cccc1Cl do in these assays?
A3A deaminase: 2; mIAP inh: -1; hIAP block: -6; hIAP act: 1.1; mIAP activ: 1; ATG4B inhibitor: -5; HKDC1 inh: 0; PfG6PD inh: 10

Results for Cc1csc(NC(=O)c2ccccc2O)n1 ?
A3A deaminase: -1; mIAP inh: -6; hIAP block: -11; hIAP act: 1.1; mIAP activ: 1.1; ATG4B inhibitor: 10; HKDC1 inh: 3; PfG6PD inh: 37

What do the screens show for `CCOC(=O)C1CC(c2ccc(Cl)cc2)=NNC1=O` (configuration not stated)?
A3A deaminase: 1; mIAP inh: 0; hIAP block: -16; hIAP act: 1.2; mIAP activ: 1; ATG4B inhibitor: 0; HKDC1 inh: -8; PfG6PD inh: 5

Results for CC(NC(=O)c1cccs1)c1ccccc1 (configuration not stated) ?
A3A deaminase: -3; mIAP inh: 6; hIAP block: 14; hIAP act: 0.86; mIAP activ: 0.94; ATG4B inhibitor: 4; HKDC1 inh: -4; PfG6PD inh: -10

How did Cc1noc(C)c1COc1ccc2ccc(=O)oc2c1 do in these assays?
A3A deaminase: 6; mIAP inh: -6; hIAP block: -6; hIAP act: 1.1; mIAP activ: 1.1; ATG4B inhibitor: 3; HKDC1 inh: -6; PfG6PD inh: 0

Results for COc1ccc(S(=O)(=O)N(C)C[C@H]2Oc3ccc(NC(=O)Cc4cn(C)c5ccccc45)cc3C(=O)N([C@@H](C)CO)C[C@@H]2C)cc1 ?
A3A deaminase: -5; mIAP inh: 3; hIAP block: -8; hIAP act: 1.1; mIAP activ: 0.97; ATG4B inhibitor: -21; HKDC1 inh: 0; PfG6PD inh: 18

Results for Cc1oc(-c2ccccc2Cl)nc1CS(=O)(=O)CC(=O)NCCc1ccccc1 ?
A3A deaminase: -5; mIAP inh: -3; hIAP block: 18; hIAP act: 0.82; mIAP activ: 1; ATG4B inhibitor: -10; HKDC1 inh: -2; PfG6PD inh: 10

What do the screens show for `O=C(CCc1ccc(S(=O)(=O)N2CCOCC2)cc1)Nc1ccc2c(c1)OCCO2`?
A3A deaminase: 1; mIAP inh: -9; hIAP block: -4; hIAP act: 1; mIAP activ: 1.1; ATG4B inhibitor: -11; HKDC1 inh: -3; PfG6PD inh: -3

How did O=C(O)CCCCCNC(=O)c1ccccc1 do in these assays?
A3A deaminase: -3; mIAP inh: -4; hIAP block: 5; hIAP act: 0.95; mIAP activ: 1; ATG4B inhibitor: -7; HKDC1 inh: -5; PfG6PD inh: 5

Results for Cc1cc(C)nc(NC(=O)c2c(Cl)cccc2Cl)n1 ?
A3A deaminase: 4; mIAP inh: 10; hIAP block: 1; hIAP act: 0.99; mIAP activ: 0.91; ATG4B inhibitor: 2; HKDC1 inh: -4; PfG6PD inh: 1

Results for Cc1noc(C)c1COc1ccccc1C(=O)N(C)CC(=O)Nc1ccc(Cl)c(Cl)c1 ?
A3A deaminase: 0; mIAP inh: -54; hIAP block: -16; hIAP act: 1.2; mIAP activ: 1.5; ATG4B inhibitor: -3; HKDC1 inh: 0; PfG6PD inh: -11

What do the screens show for `O=C(NC1CCCC1)c1cccc(Cl)c1`?
A3A deaminase: 2; mIAP inh: 11; hIAP block: 13; hIAP act: 0.87; mIAP activ: 0.89; ATG4B inhibitor: 1; HKDC1 inh: -18; PfG6PD inh: -11

How did NC(=O)c1ccc(NC(=O)COC(=O)c2cc3c(s2)CCC3)cc1 do in these assays?
A3A deaminase: 55*; mIAP inh: 0; hIAP block: -4; hIAP act: 1; mIAP activ: 1; ATG4B inhibitor: 7; HKDC1 inh: 0; PfG6PD inh: -9

What do the screens show for `COc1ccc(CCNC(=O)CS(=O)Cc2nc(-c3ccc(C)cc3)oc2C)cc1OC` (configuration not stated)?
A3A deaminase: -3; mIAP inh: -6; hIAP block: -10; hIAP act: 1.1; mIAP activ: 1.1; ATG4B inhibitor: -14; HKDC1 inh: -2; PfG6PD inh: 1

Results for COc1cc(OC)c(CN2CCC(CO)(CCOc3ccccc3)CC2)c(OC)c1 ?
A3A deaminase: 1; mIAP inh: 6; hIAP block: -26; hIAP act: 1.3; mIAP activ: 0.94; ATG4B inhibitor: 7; HKDC1 inh: 6; PfG6PD inh: -16

How did CCNC(=O)COC(=O)c1csc2c1CCCC2 do in these assays?
A3A deaminase: 1; mIAP inh: 1; hIAP block: 7; hIAP act: 0.93; mIAP activ: 0.99; ATG4B inhibitor: -5; HKDC1 inh: -10; PfG6PD inh: 4

Results for COC(=O)C1=C(CSCc2ccccc2)NC(=O)NC1c1cc(C)ccc1C (configuration not stated) ?
A3A deaminase: -7; mIAP inh: 0; hIAP block: 13; hIAP act: 0.87; mIAP activ: 0.99; ATG4B inhibitor: 4; HKDC1 inh: 3; PfG6PD inh: -7

What do the screens show for `Cc1ccc(-c2csc(NC(=O)c3cccc(N4C(=O)CCC4=O)c3)n2)o1`?
A3A deaminase: -5; mIAP inh: 7; hIAP block: -3; hIAP act: 1; mIAP activ: 0.93; ATG4B inhibitor: -14; HKDC1 inh: 1; PfG6PD inh: 27

What do the screens show for `COc1ccc(S(=O)(=O)N2CCC(C(=O)NC(c3nc4ccccc4[nH]3)C(C)C)CC2)cc1` (configuration not stated)?
A3A deaminase: -3; mIAP inh: -79; hIAP block: 8; hIAP act: 0.93; mIAP activ: 1.8; ATG4B inhibitor: -2; HKDC1 inh: -4; PfG6PD inh: 2

What do the screens show for `CCN(CC)S(=O)(=O)c1ccc(OC)c(NC(=O)CC2CCCC2)c1`?
A3A deaminase: 3; mIAP inh: 4; hIAP block: 3; hIAP act: 0.97; mIAP activ: 0.96; ATG4B inhibitor: -1; HKDC1 inh: -5; PfG6PD inh: 0

How did O=C(Nc1cccc(C(F)(F)F)c1)c1cccnc1 do in these assays?
A3A deaminase: -4; mIAP inh: 1; hIAP block: -10; hIAP act: 1.1; mIAP activ: 0.99; ATG4B inhibitor: 4; HKDC1 inh: -9; PfG6PD inh: 2

Results for Cc1ccc(NS(=O)(=O)c2ccc(C)c(NC(=S)NCCN3CCOCC3)c2)c(C)c1 ?
A3A deaminase: -1; mIAP inh: -3; hIAP block: -6; hIAP act: 1.1; mIAP activ: 1; ATG4B inhibitor: -10; HKDC1 inh: -3; PfG6PD inh: 9

How did CC(=O)c1ccc(NC(=S)NCCCn2ccnc2)cc1 do in these assays?
A3A deaminase: -3; mIAP inh: 5; hIAP block: 4; hIAP act: 0.96; mIAP activ: 0.95; ATG4B inhibitor: 9; HKDC1 inh: -5; PfG6PD inh: -6

An excerpt from above in order of molecular weight, rising:
What do the screens show for `CC(=O)Nc1ccc(C(=O)OCCC(C)C)cc1`?
A3A deaminase: -5; mIAP inh: 6; hIAP block: 11; hIAP act: 0.89; mIAP activ: 0.94; ATG4B inhibitor: 2; HKDC1 inh: 12; PfG6PD inh: -26

How did O=C(Nc1cccc(C(F)(F)F)c1)c1cccnc1 do in these assays?
A3A deaminase: -4; mIAP inh: 1; hIAP block: -10; hIAP act: 1.1; mIAP activ: 0.99; ATG4B inhibitor: 4; HKDC1 inh: -9; PfG6PD inh: 2

How did ON(Cc1c(F)cccc1Cl)Cc1c(F)cccc1Cl do in these assays?
A3A deaminase: 2; mIAP inh: -1; hIAP block: -6; hIAP act: 1.1; mIAP activ: 1; ATG4B inhibitor: -5; HKDC1 inh: 0; PfG6PD inh: 10

What do the screens show for `Cc1ccc(-c2csc(NC(=O)c3cccc(N4C(=O)CCC4=O)c3)n2)o1`?
A3A deaminase: -5; mIAP inh: 7; hIAP block: -3; hIAP act: 1; mIAP activ: 0.93; ATG4B inhibitor: -14; HKDC1 inh: 1; PfG6PD inh: 27

What do the screens show for `COCc1ccc(CN2CCC(n3nccc3NC(=O)C(OC)c3ccccc3)CC2)o1` (configuration not stated)?
A3A deaminase: 1; mIAP inh: 5; hIAP block: -1; hIAP act: 1; mIAP activ: 0.95; ATG4B inhibitor: -4; HKDC1 inh: -5; PfG6PD inh: -16

Hits appear at their usual frequency, and some 2.4% of all compounds hit somewhere here.
